Compound activity from PubChem.
KOR beta-arrestin-1 = KOR agonists, beta-arrestin recruitment, primary screen, cell-based, luminescence, uHTS (AID 1777); activation, % at 10 µM, or EC50 in µM where a hit was titrated; actives 0.02% (n = 280,000); KOR beta-arrestin recruitment, luminescence; higher % means a stronger effect; in the data active = activation above about 50%, passing the limit was not always enough; note: a part of the inactive calls stands beside numbers as strong as those of hits
HIV fusion peptide = inhibitors of HIV fusion peptide binding, primary screen, biochemical, uHTS, fluorescence dequenching (AID 1986); actives 0.3% (n = 290,000); one-dose inhibition, % at 20 µM; IC50 in µM for titrated hits; cell-free peptide binding, fluorescence dequenching, 30 min; higher % means a stronger effect; in the data active = inhibition mostly above about 52%, no sharp cut-off; inactive = mostly below about 76%; note: some results filed as inactive read as strong as hits
West Nile virus CPE = inhibition of WNV-induced cytopathic effect – cell-based, CPE readout (AID 1621); actives 0.02% (n = 290,000); West Nile virus-infected cells, CPE inhibition; higher % means a stronger effect; CPE inhibition, % at 10 µM, or IC50 in µM where a hit was titrated; in the data active = a potency from the dose series; inconclusive = CPE inhibition mostly from about 3.7% at the one dose, without a potency; inactive = the rest, 99 in 100 with CPE inhibition below about 2.2%; note: strong numbers were not always called active
Dengue-2 NS5 capping = flavivirus cap methylation enzyme inhibition – biochemical, confirmation dose response, primary screen (AID 588689) | one-dose inhibition, % at 25 µM; IC50 in µM for titrated hits | Dengue-2 NS5 methyltransferase capping enzyme assay, biochemical; higher % means a stronger effect | actives 0.3% (n = 340,000); in the data active = a potency from the dose series; inconclusive = inhibition above about 29% without an active follow-up result
GPR35 antagonists = inhibition of zaprinast-stimulated GPR35 beta-arrestin translocation – imaging, U2OS, beta-arrestin-GFP, zaprinast agonist, primary screen (AID 2058). U2OS GPR35 beta-arrestin-GFP translocation imaging, zaprinast antagonism; higher % means a stronger effect. inhibition, % at 10 µM, or IC50 in µM where a hit was titrated. actives 0.052% (n = 290,000);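 active = inhibition of at least 50% with at least 30 cells and total cytoplasm GFP at most 10,000,000; inconclusive = under 30 cells or total GFP of 10,000,000 plus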
GPR55 activation = GPR55 agonists via beta-arrestin recruitment, primary screen, imaging, U2OS cells, beta-arrestin-GFP redistribution (AID 1961). U2OS GPR55 beta-arrestin-GFP redistribution imaging; higher % means a stronger effect. activation, % at 10 µM; hits with a dose series show EC50 in µM. actives 0.048% (n = 290,000);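 active = activation above 40% with more than 50 cells counted in the well; inconclusive = wells holding fewer than 50 cells, flagged as toxic or sparse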;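 note: U2OS osteosarcoma cells stably expressing GPR55 and beta-arrestin-GFP; plate controls were DMSO negative control for no effect and LPI positive control for full effect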
KOR beta-arrestin-2 = kappa opioid receptor blockers – cell-based, luminescence, uHTS (AID 1778); KOR beta-arrestin recruitment, luminescence, antagonist mode; higher % means a stronger effect; inhibition, % at 10 µM, or IC50 in µM where a hit was titrated; actives 0.091% (n = 290,000); in the data active = inhibition above about 50%; note: strong numbers were not always called active
NOD1 NF-kB reporter = inhibition of NOD1-driven NF-kB reporter – cell-based, luminescence, uHTS, primary screen (AID 1578); NOD1-driven NF-kB luciferase reporter cells, luminescence; higher % means a stronger effect; inhibition, % at 4 µM; hits with a dose series show EC50 in µM; actives 1% (n = 290,000); in the data active = inhibition mostly above about 36%, no sharp cut-off; inactive = mostly below about 34%;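 note: HEK-293T reporter cells stimulated with the NOD1 agonist gamma-tri-DAP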
GPR55 LPI antagonism = inhibition of LPI-stimulated GPR55 beta-arrestin translocation – imaging, U2OS, beta-arrestin-GFP, LPI agonist, primary screen (AID 2013). inhibition, % at 10 µM; hits with a dose series show IC50 in µM. U2OS GPR55 beta-arrestin-GFP translocation imaging, LPI antagonism; higher % means a stronger effect. actives 0.13% (n = 290,000);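 active = spots per cell inhibited over 60%, with over 100 cells counted and total cytoplasm intensity under 500,000; inconclusive = wells with under 100 cells, flagged as likely toxic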;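 note: U2OS cells stably carrying GPR55 and arrestin-GFP stimulated by 5 µM LPI near EC80; imaged beta-arrestin-GFP aggregate spots per cell after agonist stimulation; plate controls were LPI-stimulated DMSO wells for no effect and DMSO wells without LPI for full effect; some results filed as inactive read as strong as hits; confirmed hits need IC50 under 10 µM and bright autofluorescent wells are also inconclusive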
Dengue-2 NS5 capping pilot replicate = second read-out of Dengue-2 NS5 capping, no call of its own (marks repeat the call); inhibition, %; measured here: pilot screen replicate inhibition
Active calls of the source: *; ? = inconclusive; · = not tested or not shown; [ ] = remark or other dose. The list is partial (hit frequency here may not be typical).

SMILES | KOR beta-arrestin-1 | HIV fusion peptide | West Nile virus CPE | Dengue-2 NS5 capping | GPR35 antagonists | GPR55 activation | KOR beta-arrestin-2 | NOD1 NF-kB reporter | GPR55 LPI antagonism | others
Cc1ccc(-n2cnc3c(sc4nccc(N(C)C)c43)c2=O)cc1 | -2.1% | -1.5% | 0.0% | 8% | 0% | -0.2% | 3% | 47% | 11%
CC(C)(CO)NS(=O)(=O)c1ccc2c(c1)Cc1cc(S(=O)(=O)NC(C)(C)CO)ccc1-2 | 0.3% | -1.4% | -0.4% | 1% | -12% | -0.2% | -2%[20 µM] | -19% | 0%
Cn1c(N)c(C(=O)c2ccc(F)cc2F)c(=O)n(C)c1=O | -4.8% | 2.0% | -0.2% | -6% | -16% | 0.5% | -22% | -2% | 10%
O=C(CCCN1C(=O)c2ccccc2C1=O)NC1=NCCS1 | -3.1% | -3.4% | 0.8% | 9% | 11% | -0.2% | 20% | 24% | 6%
Cc1cccc(OCC(=O)NC(=S)Nc2ccccc2N2CCOCC2)c1 | 9.0% | 1.7% | 0.0% | -25% | -2% | 0.5% | 16% | -21% | 9%
CCCCS(=O)(=O)NC1=NCN(CC)CN1 | -1.9% | 0.1% | 0.1% | -2% | 0% | -0.1% | -2% | 3% | -3%
Cc1cccc(-c2nnc(SCC#N)n2-c2cccc(Cl)c2)c1 | -2.4% | -0.4% | -1.0% | -1% | -14% | 0.2% | -48% | -18% | -2%
COc1ccc2[nH]c(=O)c(CN(c3ccccc3OC)S(=O)(=O)c3ccccc3)cc2c1 | -5.2% | -0.8% | -1.1% | -6% | -1% | 0.3% | -39%[20 µM] | 7% | 5%
O=C(Nc1ccccc1F)c1ccc(S(=O)(=O)NCC2CCCO2)cc1 (stereo unspecified) | -3.1% | -1.4% | -0.2% | -6% | -14% | 0.7% | 3% | 6% | 9%
CCN(CC)S(=O)(=O)c1cccc(C(=O)OCc2cc(=O)n3nc(C)sc3n2)c1 | -5.2% | 0.4% | -0.6% | 5% | 1% | 0.0% | 15% | -17% | 8%
O=[N+]([O-])c1ccc(S(=O)(=O)N2CCN=C2SCc2ccc(F)cc2)cc1 | 9.3% | 1.3% | -0.3% | -2% | -4% | 0.7% | -19% | -12% | 8%
COc1ccccc1CNc1nc(SC)ncc1CO | 5.6% | -0.7% | 0.4% | -4% | -8% | -0.2% | 0% | -8% | 1%
CC(C)(C)NC(=O)COc1ccccc1C#N | -5.0% | -1.5% | 0.3% | -4% | 2% | -0.1% | 6% | -34% | 0%
O=C(c1[nH]ncc1-c1ccccc1)C1CO1 (stereo unspecified) | -0.2% | -1.0% | -0.6% | -1% | 2% | -0.2% | -44% | · | -12%
O=C(CSc1nnc(-c2ccc(Cl)cc2Cl)n1C1CCCCC1)NC1CCS(=O)(=O)C1 (stereo unspecified) | -0.6% | -2.3% | -0.6% | -3% | -2% | -0.1% | 15% | 3% | 17%
Cc1ccc(NC(=O)c2ccc(OC(=O)c3cc4ccccc4o3)cc2)cc1 | 2.8% | 1.7% | 0.2% | 2% | -8% | -0.2% | -14% | -61% | -2%
O=C(c1ccccc1)N(Cc1cccnc1)C1(C(=O)Nc2ccccc2)CCCCC1 | 2.7% | 0.3% | 0.0% | 3% | -14% | 0.2% | 19% | -18% | -3%
CCN(CC)CC(=O)Nc1c(Br)ccc2c1OCO2 | -3.9% | 3.7% | -0.1% | 2% | 5% | -0.1% | 24% | 35% | -3%
CCC1(CC)C(=O)NC(=O)NC1=Nc1ccccc1 | 6.1% | 2.2% | -0.3% | -4% | -12% | 0.5% | -13% | 42% | -10%
COc1ccc(OC)c(S(=O)(=O)N2CCC(C(=O)N3CCCC3)CC2)c1 | -2.5% | 1.2% | -0.8% | -5% | 15% | -0.1% | 5% | -24% | -1%
Cc1nnc(C)n1/N=C/c1ccc2c(c1)OCCO2 | 0.6% | -3.2% | 0.4% | -12% | -5% | 0.3% | -19% | -5% | 1%
CSc1nc2sccc2c(=O)[nH]1 | -0.8% | -0.2% | 0.3% | 5% | -7% | -0.4% | -27% | -16% | -6%
CCOc1cc(/C=C2\SC(=S)N(N3CCOCC3)C2=O)ccc1O | -3.2% | -0.2% | 0.3% | 2% | 6% | 0.0% | 20% | 0% | 12%
COC(=O)C1C(=O)C2=C(CC1C)NC(=O)CC2c1ccc(F)cc1 (stereo unspecified) | -0.1% | 0.5% | -0.7% | -2% | -1% | 0.6% | -2% | -43% | 0%
Cc1c(Cl)cccc1NS(=O)(=O)c1cn(C)c(=O)n(C)c1=O | -7.3% | 0.2% | 0.4% | 1% | 1% | 0.0% | -5%[20 µM] | -4% | 14%
CC(C)(C)[C@H]1C=C(C(=O)N2CCN(Cc3ccc4c(c3)OCO4)CC2)O[C@@H](OCCCCO)C1 | · | -1.4% | -0.6% | -11% | -8% | -0.2% | 14% | -6% | ?
CCC(NC(=O)CCc1c(C)c2cc3c4c(oc3cc2oc1=O)CCCC4)C(=O)O (stereo unspecified) | -3.1% | 0.2% | -0.3% | 2% | -1% | -0.1% | -7% | 3% | 95%
Cc1cc2c(Nc3cccc(O)c3)ncnc2s1 | 2.8% | 0.2% | 1.9% | -3% | -6% | -0.1% | -8%[20 µM] | 22% | -2% | Dengue-2 NS5 capping pilot replicate=0.6
O=C(NCCN1CCCCCC1)c1ccc(CS(=O)(=O)c2ccc(Br)cc2)o1 | 0.0% | 0.0% | -0.6% | 1% | 17% | -0.1% | -4% | -7% | -8%
COc1ccccc1NC(=O)CC(=O)c1ccccc1 | 2.4% | -0.5% | 0.4% | -7% | -4% | -0.3% | -15% | -2% | -8%
Cc1coc2cc3oc(=O)c(CCC(=O)N[C@@H](CCCNC(N)=O)C(=O)O)c(C)c3cc12 | -3.2% | 1.4% | -0.1% | 1% | -6% | 1.2% | 1% | -4% | -1%
CCN(CC)C(=O)CSC(Nc1cccc(F)c1)=C(C#N)C#N | -0.3% | 33% | 0.2% | · | 10% | 0.4% | 9% | -2% | 1%
CCCC(=O)Nc1ccc2c(c1)COC2=O | · | -1.6% | -0.3% | -2% | 16% | -0.1% | -10%[20 µM] | 10% | 10%
CC1(C)Cc2c(sc3c4nnnn4c4nnnn4c23)CO1 | 4.5% | -2.4% | -0.9% | · | -7% | -0.2% | 56%* | 18% | -9%
COc1cccc(-n2c(Cc3cc(=O)[nH]c(=O)[nH]3)nnc2SCC(=O)N2CCCCC2)c1 | -4.0% | -2.3% | -0.2% | 1% | 5% | -0.2% | 4% | 12% | 1%
Nc1c(-c2ccccc2)c(CSc2nc3ccccc3[nH]2)nn1-c1cccc(Cl)c1 | 18% | 0.8% | 2.1% | -2% | 1% | 0.0% | -4% | 80%* | 3%
Clc1ccc(CN(CC2CCCO2)C(c2cccs2)c2nnnn2C2CCCC2)cc1 (stereo unspecified) | 2.6% | 2.1% | 1.3% | -5% | -3% | 4.3% | 33% | 14% | 29%
O=c1[nH]c(C2CCN(S(=O)(=O)c3ccc4c(c3)OCCO4)CC2)nc2c1nnn2Cc1c(F)cccc1Cl | 0.1% | -0.1% | -0.5% | -5% | 2% | 0.2% | 0% | 39% | 12%
CCOCCOC(NC(=O)c1ccccc1)(C(F)(F)F)C(F)(F)F | -2.6% | -0.3% | 0.1% | 1% | 7% | -0.2% | -26% | -19% | 4%
Cc1ccc(S(=O)(=O)Cc2c(C)noc2C)cc1 | 4.2% | -0.9% | 0.2% | 3% | 1% | 0.5% | 1% | 1% | 5%
COc1ccc(Cl)cc1N=Cc1c(O)c2ccccc2oc1=O | -4.0% | 0.2% | -0.3% | · | -2% | -0.2% | -18% | -34% | -2%
COCCNC(=O)C(c1ccc(C)o1)N(CC1CCCO1)C(=O)Cn1nnc2ccccc21 (stereo unspecified) | 4.5% | -4.1% | -0.3% | -2% | 13% | -0.1% | -56% | · | 1%
COc1ccccc1CNC(=O)CCNC(=O)C1CCN(S(=O)(=O)c2ccccc2)CC1 | 4.0% | 1.0% | -0.1% | -5% | 2% | -0.1% | 11% | -20% | 10%
Cc1nc(SCC(=O)Nc2cc(C)on2)c2c(=O)n(C)c(=O)n(C)c2n1 | -2.6% | 4.4% | -0.2% | 3% | 2% | -0.1% | 4% | -1% | -7%
CC1Nc2ccccc2C(=O)N1NS(=O)(=O)c1ccccc1 (stereo unspecified) | 4.5% | 0.8% | 1.3% | -20% | -7% | 1.0% | 26% | -13% | 5%
CCOc1ccccc1NC(=O)CSc1nc2ccccc2c(=O)n1CC1CCCO1 (stereo unspecified) | 3.9% | 0.8% | -0.5% | 1% | 16% | -0.2% | -57% | -26% | -10%
Cc1nc(=S)c2ccccc2[nH]1 | -6.8% | 0.8% | 0.3% | -6% | 1% | -0.1% | -13% | 20% | -13%
CCCCCn1c(SCC(=O)OCC)nc2cc(C(=O)N3CCC(C(N)=O)CC3)ccc2c1=O | -1.8% | -0.6% | -0.2% | -3% | 4% | -0.1% | 6% | -7% | 7% | Dengue-2 NS5 capping pilot replicate=3.0
CCOc1ccc(CCNC(=O)CN2C(=O)c3cccnc3Oc3ccc(C)cc32)cc1OCC | -5.1% | 0.1% | -0.1% | -4% | 6% | -0.3% | 18%[20 µM] | -6% | 75%
CCOC(=O)N1CCN(C(=O)C2CCCN(S(=O)(=O)c3cccnc3)C2)CC1 (stereo unspecified) | -7.3% | 0.3% | 0.6% | -4% | 18% | -0.1% | 17% | -19% | -11%
NC(=S)Nc1ccc2cc[nH]c2c1 | -3.1% | 0.1% | 1.3% | 9% | -8% | 0.2% | 2% | -11% | 10%

Looked up by compound from the entries so far, 4 records:
SMILES | KOR beta-arrestin-1 | HIV fusion peptide | West Nile virus CPE | Dengue-2 NS5 capping | GPR35 antagonists | GPR55 activation | KOR beta-arrestin-2 | NOD1 NF-kB reporter | GPR55 LPI antagonism | others
CCOc1ccccc1NC(=O)CSc1nc2ccccc2c(=O)n1CC1CCCO1 (stereo unspecified) | 3.9% | 0.8% | -0.5% | 1% | 16% | -0.2% | -57% | -26% | -10%
CCCCCn1c(SCC(=O)OCC)nc2cc(C(=O)N3CCC(C(N)=O)CC3)ccc2c1=O | -1.8% | -0.6% | -0.2% | -3% | 4% | -0.1% | 6% | -7% | 7% | Dengue-2 NS5 capping pilot replicate=3.0
CCOc1ccc(CCNC(=O)CN2C(=O)c3cccnc3Oc3ccc(C)cc32)cc1OCC | -5.1% | 0.1% | -0.1% | -4% | 6% | -0.3% | 18%[20 µM] | -6% | 75%
Cc1nc(=S)c2ccccc2[nH]1 | -6.8% | 0.8% | 0.3% | -6% | 1% | -0.1% | -13% | 20% | -13%
